Granule exo inh – lytic granule exocytosis inhibition. TALL-104 LAMP-1 surface exposure, flow cytometry; cells stimulated with thapsigargin and PMA. inhibition, % at 10 µM. 360,000 tested, 0.66% active. AID 651702;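 active = inhibition above about 55%, limit read from the data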
m5-HT2A agonist – activates the mouse 5-HT2A serotonin receptor | 360,000 tested, 0.66% active | activation, % at 7.6 µM | P35363 | CHO-K1 mHTR2A beta-arrestin complementation, luminescence; percent of 30 µM serotonin response;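 active = activation above a run cutoff, the mean activation of all tested compounds plus 3 SD, cut at about 14% in these data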;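 note: 0% = plate median of compound wells and 100% = 30 µM serotonin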
Target sequence (P35363 whole entry, looked up): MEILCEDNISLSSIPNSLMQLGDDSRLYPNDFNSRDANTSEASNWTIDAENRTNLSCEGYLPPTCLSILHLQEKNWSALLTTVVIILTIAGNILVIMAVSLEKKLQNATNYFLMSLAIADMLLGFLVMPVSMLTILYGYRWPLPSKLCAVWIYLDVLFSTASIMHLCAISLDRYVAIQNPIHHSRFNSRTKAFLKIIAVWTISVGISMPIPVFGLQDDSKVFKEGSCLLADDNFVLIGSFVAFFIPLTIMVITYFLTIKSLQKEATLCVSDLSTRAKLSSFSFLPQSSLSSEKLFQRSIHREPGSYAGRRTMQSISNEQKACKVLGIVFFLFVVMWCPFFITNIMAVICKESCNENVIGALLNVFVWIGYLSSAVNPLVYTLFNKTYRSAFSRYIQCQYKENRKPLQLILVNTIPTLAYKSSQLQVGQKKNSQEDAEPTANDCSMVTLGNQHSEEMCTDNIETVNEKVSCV
H9c2 protect – protects H9c2 cardiomyocytes from peroxide injury; 360,000 tested, 0.63% active; AID 588492; H2O2 injury protection, ATPLite, 2 h; protection from H2O2 cell death, % at 20 µM;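 active = compounds giving at least 50% protection of heart cells from peroxide-induced death in the single-dose screen, raw or plate-pattern-corrected value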;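 note: 0% = DMSO wells with peroxide and 100% = DMSO wells without peroxide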
hiPSC survival – enhancers of human iPSC single-cell survival | hiPSC single-cell survival, ATPlite luminescence; 100% = ROCK inhibitor wells, 0% = DMSO | survival enhancement, % at 20 µM | 360,000 tested, 0.044% active | AID 602274; in the data active = survival enhancement above about 18%;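 note: cells exposed to compounds for 16 hours before the ATP read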
ABHD5 PLIN5 PPI – blocks binding of human ABHD5 to perilipin-5; Q00G26+Q8WTS1; Split G. princeps luciferase complementation, luminescence, 4 h; inhibition, % at 4 µM; 360,000 tested, 0.78% active;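 active = inhibition above the mean inhibition across every tested compound plus 3 SD, cut at about 22% in these data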;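 note: 0% = DMSO only wells and the 100% control is not disclosed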
aDG glyco up – increases alpha dystroglycan glycosylation | Pro5-aDG cells, alpha-DG glycosylation AlphaScreen (IIH6); 0% Pro5, 100% B10-LARGE cell signal | activation, % at 10 µM | 360,000 tested, 0.22% active | AID 624168;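 active = activation of at least 8% versus controls, or a plate z-score of at least 8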;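 note: Pro5 are CHO cells carrying HIG-tagged alpha-DG that lacks glycosylation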
N-glyco inh – N-linked glycosylation inhibition; 360,000 tested, 0.23% active; D54 ERlucT glycosylation luciferase reporter, 24 h; percent of 100 nM tunicamycin response; reporter increase, % at 12.5 µM;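 active = mean luciferase reporter signal, scaled so untreated is 0 and the glycosylation-blocking control 100, at or above a set limit in every replicate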;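 note: luciferase carries N-glycosylation sites so blocking glycosylation raises the light; 0% = median of neutral control wells and 100% = median of 100 nM tunicamycin wells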
MC4R ag barr – agonists of human melanocortin 4 receptor (MC4R) beta-arrestin. P32245. U2OS MC4R beta-arrestin complementation, luminescence; percent of melanotan II response, DMSO zero. AID 540308. 360,000 tested, 0.98% active. activation, % at 8.9 µM;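 active = activation above a per-plate cutoff, the mean activation of sample wells on that plate plus 3 SD, cut at about 8% in these data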
Target sequence (P32245 whole entry, looked up): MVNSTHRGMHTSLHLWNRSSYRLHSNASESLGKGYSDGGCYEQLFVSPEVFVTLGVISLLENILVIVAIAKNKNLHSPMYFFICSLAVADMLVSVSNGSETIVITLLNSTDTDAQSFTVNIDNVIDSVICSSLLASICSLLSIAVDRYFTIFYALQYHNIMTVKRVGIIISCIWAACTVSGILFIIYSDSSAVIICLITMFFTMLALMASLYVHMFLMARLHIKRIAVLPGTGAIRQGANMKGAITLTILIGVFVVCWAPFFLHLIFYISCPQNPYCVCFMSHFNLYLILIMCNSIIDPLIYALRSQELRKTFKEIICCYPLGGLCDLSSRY
ABCB6 inh MLPCN – blocks the human ABCB6 transporter; fluorescence ratio to DMSO, % at 10 µM; Q9NP58; K562-ABCB6 porphyrin accumulation, flow cytometry, 1 h; hits give low values; 360,000 tested, 0.19% active;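 active = fluorescence ratio to DMSO below 75%, the collection mean minus 3 SD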;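 note: signal is porphyrin accumulated inside mitochondria; 100% equals median channel fluorescence of DMSO control wells; lower ratio means ABCB6 inhibition with less porphyrin fluorescence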
MC4R antag cAMP – antagonists of human melanocortin 4 receptor (MC4R); AID 540295; inhibition, % at 6.5 µM; MC4R-expressing cells, MTII-stimulated cAMP, LANCE TR-FRET; 360,000 tested, 0.48% active; P32245;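 active = inhibition above its plate's cutoff, the mean of tested wells on that plate plus 3 SD, cut at about 29% in these data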;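 note: 0% = Melanotan II alone and 100% = Melanotan II plus saturating MCL0020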
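System – human MC4R-expressing U2OS cells · Also added – Melanotan II · Dosing – one concentration, 6.5 µM nominal · Timing – 30-min compound, 1-h challenge, 1-h detection, room temperature · Measured by – Eu-cAMP/anti-cAMP TR-FRET, emission 671 nm · Replicates – singlicate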
Numbers without * were called inactive; & = joins results of further samples. An unsorted share of the library; any-hit rate near 4.5%.

SMILES	Granule exo inh	m5-HT2A agonist	H9c2 protect	hiPSC survival	ABHD5 PLIN5 PPI	aDG glyco up	N-glyco inh	MC4R ag barr	ABCB6 inh MLPCN	MC4R antag cAMP
O=C(NN1C(=O)CSC1=S)C(=O)NN1C(=O)CSC1=S	-1.3	6.3	8.4	1.6	6.0	-0.4	2.7	-1.8	101.0	-4.6
Cc1cc(CNC(=O)C2CCC(=O)N(Cc3ccccc3F)C2)nn1C (stereo not drawn)	-2.0	8.0	0.9	-0.4	1.8	0.0	2.6	-3.1	100.0	2.5
Nc1nc2n(n1)C(c1ccco1)CC(c1ccc(Cl)c(Cl)c1)N2 (stereo not drawn)	-3.5	-0.9	10.8	0.6	4.3	0.1	1.0	3.1	103.0	-2.6
C=CCc1c(C)nc2c(C(=O)O)cnn2c1C	9.5	-1.5	1.6	0.8	-3.1	0.0	1.8	-2.9	99.0	8.7
CCOC(=O)C1(Cc2ccccc2)CCN(Cc2cccc(OC)c2O)CC1	1.2	-7.1	-5.3	-0.1	2.6	0.4	-4.2	0.4	101.0	4.5
CCn1c(SCC(=O)Nc2nonc2C)nnc1-c1ccco1	7.1	6.7	-1.9	4.5	3.6	-0.2	-1.5	-0.3	89.0	0.3
COc1ccc(NC(=O)CCN2CCCC2)c(OC)c1	2.4	0.7	9.6	-3.5	3.8	0.0	1.3	2.1	117.0	5.6
O=C(c1cccs1)N1N=C(c2ccccc2)CC1c1ccccc1 (stereo not drawn)	-3.9	2.4	-13.2	-0.6	0.0	-0.3	-1.6	-1.5	96.0	9.4
CC1CCCC(C)N1S(=O)(=O)c1ccc(S(=O)(=O)NCCc2ccncc2)cc1 (stereo not drawn)	-3.2	9.6	-1.2	-0.1	0.0	-0.3	-0.3	0.5	95.0	-1.2
CCn1cc(Br)c(C(=O)Nc2ccc(Cl)c(Cl)c2)n1	-7.3	-5.8	-4.0	4.3	-0.9	-0.2	-2.0	0.2	98.0	-6.2
Cc1[nH]c(C)c(S(=O)(=O)N2CCN(c3cccc(C(F)(F)F)c3)CC2)c1C(=O)N1CCCCC1	-0.9	-5.6	-1.9	-0.1	-3.9	-0.4	-8.5	-3.2	100.0	9.8
OCCNCCOCCOc1ccccc1-c1ccccc1	-3.2	3.5	16.5	3.9	4.4	0.3	0.1	0.5	102.0	10.4
CCC1CCCCN1C(=O)COC(=O)c1cncc(Br)c1 (stereo not drawn)	-1.2	0.3	-1.8	-2.2	5.2	0.0	2.2	0.2	96.0	6.8
COc1ccc(CCNC(=O)c2cccs2)cc1	-6.8	0.4	-3.4	-0.1	0.6	0.1	0.0	-0.8	96.0	-1.0
COc1ccc(NC(=O)CN(C)CC(=O)Nc2cccc(F)c2)cc1Cl	2.4	-0.1	-7.9	0.3	5.0	0.0	3.9	0.0	103.0	-6.6
O=[N+]([O-])c1cnc(Sc2ccncn2)s1	61.4*	-1.1	-16.6	0.1	17.5	-0.2	14.0	-4.0	103.0	35.3*
O=C(Nc1ccc2[nH]ccc2c1)c1cccs1	36.7	15.2*	-21.3	-2.7	-5.3	0.1	-6.2	-1.2	92.0	7.0
Cn1c(SCC(=O)NCc2ccco2)nnc1-c1ccccc1	-5.5	3.3	22.0	-1.1	0.0	0.0	-1.1	-1.2	100.0	-1.0
COC(=O)C1=C(C)Nc2c(c(=O)n(C)c(=O)n2C)C1c1cccnc1 (stereo not drawn)	-0.6	-0.1	17.2	1.4	1.7	0.0	1.3	-1.4	100.0	6.6
CCCCC(=Nc1ccccc1OC)C1=C(O)CC(c2ccccc2)CC1=O (stereo not drawn)	-3.6	3.3	-2.6	1.8	-3.1	-0.1	0.8	0.8	102.0	9.4
O=C(CS(=O)(=O)c1c[nH]c2ccccc12)NC1CCCCC1	-1.0	4.6	6.6	-0.2	5.9	-0.1	0.9	-0.8	94.0	7.9
CC(C)c1ccc(NC(=O)COc2ccc(F)cc2C(=O)c2cnn(-c3ccccc3)c2)cc1	3.3	-3.0	-1.0	-2.3	2.0	0.4	-0.5	1.4	96.0	-5.0
CC(C)C(NC(=O)CN1C(=O)c2ccccc2S1(=O)=O)C(C)C	-0.2	-5.1	4.2	-0.8	4.4	-0.2	-1.8	-0.5	94.0	7.5
Cc1ccc(S(=O)(=O)N2[C@@H](c3ccccc3)C(C(=O)O)=CC[C@H]2c2ccc(C(C)C)cc2)cc1	-4.3	13.5	-4.1	0.5	-1.9	0.0	-1.1	0.3	99.0	6.1
O=C(C1CCCN(S(=O)(=O)c2cccc3cccnc23)C1)N1CCN(c2ccccc2F)CC1 (stereo not drawn)	0.0	0.7	-8.3	1.4	-1.2	0.3	-1.3	-1.1	97.0	3.3
O=C1[C@@H]2C(Cc3ccc(O)cc3)NC3(C(=O)Nc4ccc(F)cc43)[C@@H]2C(=O)N1c1ccccc1 (stereo partly drawn)	-1.3	-5.6	11.0	5.1	8.5	-0.3	1.0	-0.6	100.0	2.3
Cn1ncc(Br)c1C(=O)N1CCc2ccccc21	-1.3	8.0	-0.8	1.5	0.3	-0.1	2.1	-0.4	98.0	1.9
CCOc1c(Br)cc(C2CC(=O)Nc3cc(OC)c(OC)cc32)cc1OC (stereo not drawn)	-12.6	3.0	0.1	-0.2	3.3	0.0	-0.4	-1.0	98.0	1.1
O=C(/C=C/c1c(F)cccc1Cl)c1ccc(O)cc1	3.2	-1.9	-15.1	0.5	38.6*	0.0	12.7	-3.3	94.0	-11.0
COc1ccc2c(c1)O/C(=C\c1ccco1)C2=O	22.3	-1.6	-10.9	-0.9	9.0	0.0	-3.0	-0.5	101.0	-4.5

Among those listed so far, four contain a furan ring, fused or not:
SMILES	Granule exo inh	m5-HT2A agonist	H9c2 protect	hiPSC survival	ABHD5 PLIN5 PPI	aDG glyco up	N-glyco inh	MC4R ag barr	ABCB6 inh MLPCN	MC4R antag cAMP
Nc1nc2n(n1)C(c1ccco1)CC(c1ccc(Cl)c(Cl)c1)N2 (stereo not drawn)	-3.5	-0.9	10.8	0.6	4.3	0.1	1.0	3.1	103.0	-2.6
CCn1c(SCC(=O)Nc2nonc2C)nnc1-c1ccco1	7.1	6.7	-1.9	4.5	3.6	-0.2	-1.5	-0.3	89.0	0.3
Cn1c(SCC(=O)NCc2ccco2)nnc1-c1ccccc1	-5.5	3.3	22.0	-1.1	0.0	0.0	-1.1	-1.2	100.0	-1.0
COc1ccc2c(c1)O/C(=C\c1ccco1)C2=O	22.3	-1.6	-10.9	-0.9	9.0	0.0	-3.0	-0.5	101.0	-4.5

Further structures follow.
SMILES	Granule exo inh	m5-HT2A agonist	H9c2 protect	hiPSC survival	ABHD5 PLIN5 PPI	aDG glyco up	N-glyco inh	MC4R ag barr	ABCB6 inh MLPCN	MC4R antag cAMP
COc1cc2c3c(c1)C(C)=CC(C)(C)N3C(=O)C2=O	3.8	1.0	2.1	-0.6	2.9	-0.7	4.8	-0.2	100.0	-20.5
COc1ccc(N2CCN(C(=O)CCNC(=O)c3ccc(Br)cc3)CC2)cc1	9.5	-6.4	3.6	1.0	14.9	-0.2	-1.4	1.0	96.0	4.8
Cc1ccc2c(c1)sc1nc(=O)n(-c3ccc(Cl)c(Cl)c3)c(=O)n12	-1.7	2.5	-4.7	1.7	-4.3	0.0	-0.8	1.7	105.0	6.9
C/C(=N\NC(=O)c1nnn(-c2nonc2N)c1C(C)C)c1ccc2ccccc2c1	9.0	-2.0	-2.1	-0.5	14.2	0.0	0.5	1.2	98.0	2.6
O=C(COc1ccc2ccc(=O)oc2c1)NCCCn1ccnc1	7.6	-3.6	0.9	-0.2	-3.1	-0.2	2.1	-2.0	102.0	1.3
O=C1c2cccc3cccc(c23)C(=O)N1c1cccnc1	3.7	1.0	11.8	0.3	3.1	-0.3	0.1	-2.6	95.0	-11.6
Nc1cc2c([N+](=O)[O-])cccc2o1	1.1	-1.5	2.4	-1.7	-1.2	0.1	1.5	-0.4	92.0	4.5
CCOc1ccc(Nc2nc(N)c3ccccc3n2)cc1	44.3	-1.7	-16.9	-0.6	5.7	0.3	-18.4	0.1	90.0	10.5
Cc1cccc(N2N=C(C(=O)OCC(=O)c3ccccc3)CCC2=O)c1	0.1	-3.2	3.8	-3.3	-4.6	-0.2	-0.6	-1.6	101.0	3.8
Cc1c(C(=O)NNS(=O)(=O)c2ccccc2Cl)sc(=S)n1C	-2.6	-1.1	2.2	-0.2	6.9	0.0	2.3	-0.5	111.0	5.6
CSCC[C@H](NC(=O)OC(C)(C)C)C(=O)N1CCC(C(=O)N[C@@H](C)C(=O)NCc2ccc(F)cc2)CC1	-3.3	-1.1	-4.1	0.3	-13.6	0.3	0.7	-1.1	98.0	-0.7
COc1ccc(NC2CCCN(Cc3cccc4cnccc34)C2)cc1 (stereo not drawn)	4.7	-1.2	4.8	-0.7	-1.9	0.0	-3.2	2.7	91.0	9.7
O=C(O)CCCN1C(=O)/C(=C/c2ccc(-c3nc4ccccc4s3)o2)SC1=S	65.8*	1.5	-27.8	1.6	1.5	-0.3	-0.7	-1.6	63.0*	12.5
Clc1ccc(C2=Nn3c(nnc3-c3cccs3)SC2)cc1	1.2	-0.8	2.9	8.9	-3.4	0.2	-1.7	0.6	94.0	10.5
COc1ccccc1OCC(=O)Nc1c2c(nn1-c1ccccc1)CS(=O)(=O)C2	5.5	3.5	2.7	-0.2	4.5	-0.2	-0.6	-2.3	98.0	-11.7
O=S(=O)(NCCN1CCOCC1)c1ccc(Oc2ccccc2Cl)cc1	13.7	5.6	-9.5	-0.4	3.5	0.1	-2.4	1.1	91.0	6.0
COc1ccc(/C=N/NC(=O)c2ccc(-c3ccccc3)cc2)cc1O	4.8	-3.8	2.2	0.3	-5.7	-0.3	-1.7	6.9	89.0	7.4
CC1=C(C(=O)Nc2ccccc2)C(c2ccncc2)C(C#N)=C(SCC(=O)Nc2ccccc2)N1 (stereo not drawn)	4.6	1.8	-1.8	1.5	4.0	0.1	-2.0	-0.1	98.0	20.6
Cc1cc(C)n2ncc(/C(N)=N/OC(=O)c3ccccc3F)c2n1	-5.2	-5.6	-9.4	-0.1	-9.8	-0.1	-4.0	0.0	105.0	8.3
C=CCNC(=S)NNC(=O)c1cccc2ccccc12	0.1	-2.1	-2.2	3.0	-2.1	0.1	3.8	-4.2	95.0	7.3
CNc1ccc(/C=C(\C#N)c2ccccn2)cc1[N+](=O)[O-]	1.0	-2.1	-7.1	-0.6	-4.2	-0.2	-0.2	-1.9	98.0	-5.8
CC1=C(C(=O)OCc2ccccc2)C(c2cccnc2)c2c(n(C)c(=O)n(C)c2=O)N1 (stereo not drawn)	1.6&-0.3	13.6&2.5	8.0&10.1	-1.0&3.1	-4.6&-7.8	0.0&0.2	3.2&0.7	-1.4&0.0	96.0&98.0	18.6&21.2
O=C(NCc1ccco1)C1OCCc2ccccc21 (stereo not drawn)	-2.2	-0.8	1.0	-3.1	9.7	0.1	-1.6	-0.7	86.0	3.4
CCC(C)CCCCCCCCCCC(=O)O (stereo not drawn)	-3.6	3.2	8.2	-0.4	2.0	0.1	-0.5	-0.3	100.0	3.6
CC(=O)c1c[nH]c(C(=O)NCc2ccccc2Cl)c1	-7.8	-5.3	-3.1	0.5	1.1	-0.1	8.9	0.1	92.0	3.4

Bioassay records as filed in PubChem.
